Screens deposited in PubChem BioAssay by National Center for Advancing Translational Sciences (NCATS).
KDM5B inhibitor – Primary screen for KDM5B Histone Demethylases FDH-coupled qHTS; AID 1347165, 2019; KDM5B demethylase, FDH-coupled NADH fluorescence (FDH is formaldehyde dehydrogenase); Potency, µM (series often up to 57.7 µM), inactives show top-dose activity change, negative = inhibition, usual class: inhibitors; hit rate 2.6% among 220,000; active = well fitted inhibition curve with a large enough effect; inconclusive = small, poorly fitted or top-dose-only effect; inactive = no such curve, though single readings can be large or run the other way; note: 0% is about no effect; nearly all actives have a fitted effect of over 70% in size
Target sequence (Q9UGL1 whole entry, looked up): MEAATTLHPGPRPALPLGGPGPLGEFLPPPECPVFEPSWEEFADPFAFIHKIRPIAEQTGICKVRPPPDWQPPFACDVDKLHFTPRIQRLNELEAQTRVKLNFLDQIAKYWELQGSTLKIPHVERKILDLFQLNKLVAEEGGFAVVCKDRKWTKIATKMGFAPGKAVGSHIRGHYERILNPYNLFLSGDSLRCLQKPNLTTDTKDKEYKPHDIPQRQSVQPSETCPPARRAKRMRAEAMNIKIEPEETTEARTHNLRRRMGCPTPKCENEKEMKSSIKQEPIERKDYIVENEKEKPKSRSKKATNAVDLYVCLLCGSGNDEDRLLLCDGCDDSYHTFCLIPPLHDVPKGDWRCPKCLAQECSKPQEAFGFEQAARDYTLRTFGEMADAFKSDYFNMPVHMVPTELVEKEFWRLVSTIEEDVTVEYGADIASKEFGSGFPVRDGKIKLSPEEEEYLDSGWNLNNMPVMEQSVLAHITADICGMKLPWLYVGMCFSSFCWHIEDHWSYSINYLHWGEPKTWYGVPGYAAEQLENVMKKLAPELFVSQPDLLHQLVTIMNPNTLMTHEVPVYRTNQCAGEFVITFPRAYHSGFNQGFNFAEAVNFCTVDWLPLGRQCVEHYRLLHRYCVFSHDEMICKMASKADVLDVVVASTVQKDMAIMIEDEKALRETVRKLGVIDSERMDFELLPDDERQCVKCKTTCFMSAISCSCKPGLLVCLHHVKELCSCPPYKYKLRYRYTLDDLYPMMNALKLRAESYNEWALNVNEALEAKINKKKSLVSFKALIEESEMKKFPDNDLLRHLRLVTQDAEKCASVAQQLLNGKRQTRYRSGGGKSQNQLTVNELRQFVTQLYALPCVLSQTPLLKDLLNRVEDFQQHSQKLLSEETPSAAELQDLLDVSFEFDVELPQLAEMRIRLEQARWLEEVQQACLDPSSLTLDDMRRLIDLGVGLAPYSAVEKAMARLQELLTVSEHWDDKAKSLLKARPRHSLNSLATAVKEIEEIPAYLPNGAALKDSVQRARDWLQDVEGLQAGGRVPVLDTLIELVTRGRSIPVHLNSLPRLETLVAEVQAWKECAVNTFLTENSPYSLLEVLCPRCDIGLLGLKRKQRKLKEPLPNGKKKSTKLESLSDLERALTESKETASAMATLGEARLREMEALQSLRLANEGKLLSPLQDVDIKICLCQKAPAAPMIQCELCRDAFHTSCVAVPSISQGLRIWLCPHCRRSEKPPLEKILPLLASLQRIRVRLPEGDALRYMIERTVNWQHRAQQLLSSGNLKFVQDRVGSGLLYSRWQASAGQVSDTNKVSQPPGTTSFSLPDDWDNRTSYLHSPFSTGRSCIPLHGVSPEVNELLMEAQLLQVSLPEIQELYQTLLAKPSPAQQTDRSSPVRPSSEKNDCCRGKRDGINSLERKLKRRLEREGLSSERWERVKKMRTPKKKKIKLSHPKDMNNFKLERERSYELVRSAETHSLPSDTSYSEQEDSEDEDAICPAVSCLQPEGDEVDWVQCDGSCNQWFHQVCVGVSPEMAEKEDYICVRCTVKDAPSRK
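Compound dilutions met 200 nM (final) KDM5BΔAP for 10 min at room temperature before substrate addition. The substrate mix held 12.5 µM H3K4me3 with cofactors 25 µM α-ketoglutarate and 50 µM Fe²⁺. NADH signal gain over 30 min defined activity.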
Active calls of the source: *; ? = inconclusive; [ ] = remark or other dose. Potency is the fitted concentration of half-maximal effect.

SMILES	KDM5B inhibitor
CSc1ccc(-c2noc(-c3nnn4c3COC(c3ccc(C)cc3C)C4)n2)cc1 (stereo not drawn)	-13%
Cn1c(=O)c2c(nc(Cl)n2Cc2cccc(Cl)c2)n(C)c1=O	9%
COCCCNC(=O)c1ccc2c(c1)NC(=O)C(C(C)C)N2 (stereo not drawn)	19%
Cc1ccc(NS(=O)(=O)c2ccc(C)c(C(=O)NCC(c3ccccc3)N(C)C)c2)cc1 (stereo not drawn)	-8%
CN1CC2(CCCN(C(=O)c3cn(C)c4ccccc34)CC2)OC1=O (stereo not drawn)	17%
CCCN1C(=O)CCc2cc(NC(=O)c3ccc(OC(F)(F)F)cc3)ccc21	?
c1ccc(-c2cc(-c3ccccc3)nc(-c3ccccc3)c2)cc1	30%
O=C(CSc1ncnc2ccccc12)Nc1cccc(C(F)(F)F)c1	20%
CN(C)CCCN(C(=O)C1COc2ccccc2O1)c1nc2cc3c(cc2s1)OCO3 (stereo not drawn)	-11%
COc1cc2c(cc1OC)-c1c(c(C(=O)NCCN(C)C)nn1-c1ccc(C)cc1)C2	-4%
COc1ccc(-c2[nH]c(-c3ccc(O)cc3)nc2-c2ccccc2)cc1	?
O=C(c1ccc2c(c1)OCCO2)N(Cc1cccnc1)c1nc2ccc(F)cc2s1	3%
Cc1cccc(C)c1OC(=O)CSc1nnc(CNC(=O)c2ccccc2)o1	-10%
CN(Cc1ccco1)C(=O)CCc1ncc(-c2c(F)cccc2F)o1	12%
COc1ccc(NC(=O)N2CC[C@@H](CO)N(C)c3cccnc3C2)cc1	6%[86.2 µM]
O=C(NCc1ccc(Cl)nc1)c1cn2c(n1)CN(C(=O)c1ccccc1)CC2	-17%[115 µM]
Cc1cccc(C)c1NC(=O)CN(C)C(=O)c1nc(-c2ccccc2)oc1C	-5%
CCc1cccc(NC(=O)N2CC(c3nnc(C(C)C)o3)C3(CCOCC3)C2)c1 (stereo not drawn)	-3%
COc1ccc(C(=O)N/C(=C/c2cccnc2)C(=O)NCc2ccco2)cc1OC	1%
Cc1ccc(C)c(-n2cccc2C=O)c1	21%
c1ccc(CN2CCn3c(nnc3C3CCNCC3)C2)cc1	100µM*
O=C(N[C@@H]1CCOC[C@H]1OCCO)c1cc(C2CC2)nc2ccccc12	28µM*
CCOC(=O)c1c(-c2ccc(OC)c(OC)c2)csc1NC(=O)c1ccc(F)cc1	?
CCCOc1ccc(C2C(=O)N(C3CCCCC3)CC(=O)N2C2CCCCC2)cc1OC (stereo not drawn)	-11%
CCOc1cc(/C=C2/NC(=O)NC2=O)cc(Br)c1OCC(=O)O	-8%

Overlap with the part before: 5 entries; new compounds follow.
SMILES	KDM5B inhibitor
c1ccc(CN2CCn3c(nnc3C3CCNCC3)C2)cc1	100µM*
O=C(N[C@@H]1CCOC[C@H]1OCCO)c1cc(C2CC2)nc2ccccc12	28µM*
CCOC(=O)c1c(-c2ccc(OC)c(OC)c2)csc1NC(=O)c1ccc(F)cc1	?
CCCOc1ccc(C2C(=O)N(C3CCCCC3)CC(=O)N2C2CCCCC2)cc1OC (stereo not drawn)	-11%
CCOc1cc(/C=C2/NC(=O)NC2=O)cc(Br)c1OCC(=O)O	-8%
O=C(NCc1ccccc1Br)c1cnc2sc(N3CCCCCC3)nn2c1=O	?
CCOc1ccc(C2NC(=O)N(CCOC)C3=C2C(=O)OC3)cc1 (stereo not drawn)	10%
CCN1c2cc(C(=O)NC3CCN(Cc4ccccc4)CC3)ccc2C(=O)N2CCCCC21 (stereo not drawn)	?
COc1cccc(N2CCN(c3nc(C(=O)NCc4cccnc4)cs3)CC2)c1	26%
O=C(Nc1ccc(O)c(-c2nc3ccccc3o2)c1)c1ccc(F)cc1	2%
CC(C)CN(C(=O)CSc1ccc2ccccc2n1)C1CCS(=O)(=O)C1 (stereo not drawn)	6%
CCOc1ncccc1C(=O)OCC(=O)c1ccccc1Br	?
O=C(COc1ccc(Cl)cc1)N1CCc2nn(CC3CC3)c(=O)n2CC1	0%
NC(=O)CN1C(=O)C(O)(CC(=O)c2ccc3c(c2)OCO3)c2ccccc21 (stereo not drawn)	9%
NS(=O)(=O)c1ccc(CCC(=O)Nc2nc3c(s2)CCCC3)cc1	-8%
CC(=O)Nc1ccc(CNC(=O)C2CCC(C(C)(C)C)CC2)cc1 (stereo not drawn)	-2%
CN(C)c1cc(N2CCCC(NC(=O)C3CCC3)C2)ncn1 (stereo not drawn)	8%
COC(=O)N1CCc2nc(C)nc(-c3ccc(Cl)cc3)c2CC1	-1%[86.2 µM]
O=[N+]([O-])c1ccc(F)cc1OCc1cc(Cl)c2c(c1)OCCO2	-18%
O=c1[nH]c2ccc(NCc3ccc(-c4ccccc4F)o3)cc2[nH]1	?
Cn1cnnc1CC1CCN(C(=O)c2ccccc2)CC1	?
Cc1nc(-c2cccc(Cl)c2)n(CC(=O)Nc2ccccc2)c(=O)c1CCO	-15%
CC(C)CC(=O)NC[C@@H]1C[C@H](F)CN1C(=O)CCCc1cccs1	1%
COC(=O)CCCNC(=O)CN1CCCCC1C (stereo not drawn)	-21%
COC(=O)c1nc(-c2ccccc2)nc(-c2ccccc2)c1C(=O)OC	-6%
CC1=C[C@@H](CNS(C)(=O)=O)[C@H](C(C)C)C[C@H]1Cc1nc2ccc(F)cc2[nH]1	-13%[86.2 µM]
COCC1(CNCc2c(C)noc2C)C[C@@H](O)[C@@H](O)C1 (stereo partly drawn)	18%[115 µM]
O=C(O)C(c1c[nH]c2cc(Cl)ccc12)N1CCCN(c2ccc(C(F)(F)F)cn2)CC1 (stereo not drawn)	-18%
COc1ccc(C2(C(=O)N3CCN4CCS(=O)(=O)N(C5CC5)C(=O)C4C3)CC2)cc1 (stereo not drawn)	?
Cc1ccccc1C(C)NC(=O)c1cc(Cl)c[nH]1 (stereo not drawn)	-11%

For convenience, some entries already given:
SMILES	KDM5B inhibitor
COCC1(CNCc2c(C)noc2C)C[C@@H](O)[C@@H](O)C1 (stereo partly drawn)	18%[115 µM]
O=C(O)C(c1c[nH]c2cc(Cl)ccc12)N1CCCN(c2ccc(C(F)(F)F)cn2)CC1 (stereo not drawn)	-18%
COc1ccc(C2(C(=O)N3CCN4CCS(=O)(=O)N(C5CC5)C(=O)C4C3)CC2)cc1 (stereo not drawn)	?
Cc1ccccc1C(C)NC(=O)c1cc(Cl)c[nH]1 (stereo not drawn)	-11%

Next part:
SMILES	KDM5B inhibitor
Cc1noc(-c2cn(C3CCN(C(=O)c4sccc4C)CC3)nn2)n1	-22%
C[S+](=O)([O-])N1CC2(CCCN2Cc2ccccn2)Cc2ccccc21 (stereo not drawn)	?
CCOc1ccc2c(c1)NC(c1ccc(OCC)c(OCC)c1)=NC(c1ccc(F)cc1)=N2	-19%
Cc1ccc(NC(=O)N2CCC(CCNC(=O)c3ccsc3)CC2)cc1	24%
COc1cccc([S+](=O)([O-])N2CCC3(CC2)C(=O)Nc2ccccc23)c1	-1%[86.2 µM]
COc1ccccc1C(=O)N[C@@H]1CN(c2ccccn2)C[C@H]1CN(C)C	28µM*
O=C(c1ccc2ncccc2c1)N1CCC2(CC1)Nc1ccccc1NC2=O	1%
COc1ccccc1C(=O)N[C@H]1[C@H](O)[C@H](O)C[C@@H]1c1ccc(N2CCOCC2)nc1	?
COc1ccc(N2CC(NC(=O)CCc3ccccc3)CC2=O)cc1OC (stereo not drawn)	-8%
CNC(=O)[C@@H]1C[C@H](n2cc(C(C)(C)NC(=O)c3cccc(F)c3F)nn2)CN1	?
O=C1CCCC2=C1C(c1cccs1)CC(=O)N2c1cccc(C(F)(F)F)c1 (stereo not drawn)	23%
CC(=O)N1CC2(Cc3ccccc31)CN(C(=O)c1ccccc1F)C2	3%[86.2 µM]
N#Cc1cccc(C(=O)c2ccc3c(c2)OCCO3)c1	-3%
CCCn1nc(C(=O)NCc2ccccc2OC)c2ccccc2c1=O	-4%
CSc1nc(C(C)C)nc(C)c1C(=O)Nc1cccc(Br)c1	7%
Cc1ccc(C(C)C)c(OCC(=O)Nc2ccc3oc(-c4ccncc4)nc3c2)c1	-12%
COc1ccc(-c2cn3nc(N4CCCC(C(=O)NCc5ccccn5)C4)sc3n2)cc1 (stereo not drawn)	-14%
CC(SC1CCCC1)C(=O)Nc1ccc2c(c1)CCC2 (stereo not drawn)	-15%
Cc1ccc(NC(=O)Cn2c(=O)c3c(ncn3CC(C)C)n(CC(C)C)c2=O)cc1F	15%
CCC(=O)N1Cc2ccccc2CC2(CCN(CC3CCNC3)C2)C1 (stereo not drawn)	0%[149 µM]
Cc1nc(N2CCC(NC(=O)Cc3ccc(F)cc3)CC2)cc(C(F)(F)F)n1	-19%
CCC1c2nccn2CCCN1C(=O)c1c(C)noc1C (stereo not drawn)	21%
Cc1ccc(OCC(=O)NCCCNC(=O)c2ccccn2)cc1	24%
COc1ccc2c(c1)CCN=C2C[C@H]1CN(C(=O)c2cccs2)CC[C@H]1CC(=O)O	?
NC(=O)c1cc[nH]c1C1CCCN(C(=O)CCc2nc3ccccc3s2)C1 (stereo not drawn)	-13%
SMILES	KDM5B inhibitor
CCOP(=O)(c1ccccc1)c1nc(-c2ccccc2C)oc1NCc1ccccc1 (stereo not drawn)	?
O=C(c1ccc(Cl)s1)N1CCN(c2ncccn2)CC1	-15%
CCOC(=O)c1cc(-c2ccccc2)n(CCCC(=O)Nc2ccc(C)c(Cl)c2)c1C	?
COc1ccc(S(=O)(=O)NC[C@@H]2C=C(C)[C@H](CC(=O)N3CCN(c4ccccn4)CC3)C[C@H]2C(C)C)cc1	28µM*
COCCNC(=O)[C@@H]1C[C@H](Oc2cccnc2)CN1C(=O)c1cnccc1C	22%
COc1ccc(C(=O)NCCn2cccc2-c2nc(-c3ccccc3)no2)cc1F	-11%
O=C(Nc1ncc(-c2ccccc2)c2c1OCC2)c1ccncc1	-7%[86.2 µM]
COC(=O)CC(NC(=O)CCc1cc(OC)ccc1OC)c1cccs1 (stereo not drawn)	-6%
O=C1CC(c2ccccc2)N(Cc2ccncc2)CCCN(C(=O)CC2CCCC2)CCN1 (stereo not drawn)	?
N#Cc1c(N2CCN(CC(=O)Nc3cccc(Cl)c3)CC2)nc(-c2ccco2)c2c1CCC2	-23%
CC(Sc1oc(-c2cccs2)nc1S(=O)(=O)c1ccccc1)c1ccccc1 (stereo not drawn)	?
CC(=O)Nc1cccc(C(=O)OCC(=O)c2ccc[nH]2)c1	24%
Cc1cccc(C)c1NC(=O)N1CCC(OC2CCN(S(C)(=O)=O)CC2)CC1	1%
COc1ccc(C(=O)N2CCC3(C2)C(=O)Nc2ccccc23)cc1 (stereo not drawn)	-14%[149 µM]
COc1ccc(S(=O)(=O)NC2(C(F)(F)F)NC(=O)N(CCc3ccccc3)C2=O)cc1 (stereo not drawn)	-34%
CCC(Sc1nc2ccccc2c2nc(CCn3c(C)nc4ccccc43)nn12)C(=O)Nc1ccc(F)cc1 (stereo not drawn)	-24%
COc1ccc(OCC2(C)COc3ccc(C(=O)N4CCN(C)C(=O)C4)cc3N2)cc1 (stereo not drawn)	-19%[86.2 µM]
O=C(Nc1ccc(N2CCC(NC3Cc4ccccc4C3)CC2)cc1)C1CCCC1	29%
COCc1nc(C2CC(N)C2)cc(N2CCC3(CC2)CNC(=O)O3)n1 (stereo not drawn)	5%
CC[C@@H](NC(=O)Cc1[nH]nc2ccccc12)C1CC(O)C1 (stereo partly drawn)	-3%
CC(C)c1ccc(CCC(=O)Nc2cccnc2)cc1	7%
CC(C)CNC(=O)NC(=O)CNC(C(=O)N(C)C)c1ccccc1 (stereo not drawn)	1%
COCc1cc(=O)n(CC(=O)Nc2ccccc2OC)c(N2CCOCC2)n1	?
CCCCCCNC(=S)NNC(=O)c1cc(-c2ccccc2)nc2ccccc12	?
CC(C)CNC(=O)C1(CCO)CCN(Cc2ccccc2)C1 (stereo not drawn)	-19%

Quoted from the listing.
COC(=O)CC(NC(=O)CCc1cc(OC)ccc1OC)c1cccs1 (stereo not drawn) in KDM5B inhibitor shows -6%
O=C(Nc1ccc(N2CCC(NC3Cc4ccccc4C3)CC2)cc1)C1CCCC1 in KDM5B inhibitor shows 29%
CC(=O)Nc1cccc(C(=O)OCC(=O)c2ccc[nH]2)c1 in KDM5B inhibitor shows 24%

Six entries from above, set out differently:
canonical_smiles | KDM5B inhibitor
CCOC(=O)c1cc(-c2ccccc2)n(CCCC(=O)Nc2ccc(C)c(Cl)c2)c1C | ?
O=C(c1ccc(Cl)s1)N1CCN(c2ncccn2)CC1 | -15%
CC(Sc1oc(-c2cccs2)nc1S(=O)(=O)c1ccccc1)c1ccccc1 (stereo not drawn) | ?
COC(=O)CC(NC(=O)CCc1cc(OC)ccc1OC)c1cccs1 (stereo not drawn) | -6%
CC[C@@H](NC(=O)Cc1[nH]nc2ccccc12)C1CC(O)C1 (stereo partly drawn) | -3%
CC(=O)Nc1cccc(C(=O)OCC(=O)c2ccc[nH]2)c1 | 24%

(cont.)
SMILES	KDM5B inhibitor
CCc1ccc(S(=O)(=O)Nc2cc(-c3cn4ccccc4n3)ccc2C)cc1	?
COC(=O)[C@H](CC(C)C)N(Cc1cn(Cc2ccc(C)cc2)nn1)S(=O)(=O)c1ccccc1Br	-33%
CCOC(=O)N1CCN(S(=O)(=O)c2ccc(C(=O)N(CCCN(C)C)c3nc4ccc(CC)cc4s3)cc2)CC1	7%
Cc1ccc(C(=O)NCCn2ccn3nc(-c4ccc(C)cc4C)cc3c2=O)cc1	-14%
COc1ccc(C(C)NC(=O)c2cc3c(n2C)CCN(Cc2ccccc2)C3)cc1OC (stereo not drawn)	?
CCOC(=O)c1ccccc1NC(=O)CSc1nc2ncccc2[nH]1	-8%
O=c1[nH]c(=O)n(Cc2cccnc2)c2c1CN(Cc1ccccc1)CN2	-9%
O=C(NCc1ccncc1)C1CN(S(=O)(=O)c2cccnc2)CC12CCOCC2 (stereo not drawn)	-18%
CNC(=O)c1ccc(CNCc2ccco2)cc1	0%
c1ccc(CCc2nc3nccc(-c4ccco4)n3n2)cc1	25µM*
O=C(O)c1nnn(-c2ccc(Br)cc2)c1C(F)(F)F	23%
N[C@H]1CN(C(=O)C2CCN(C(=O)c3ccccn3)CC2)C[C@@H]1C1CC1	-13%

This is a subset; count on the stated rates, not on these rows.
